Source: PubChem
UHRF1 binding: UHRF1 methylated DNA binding inhibitors, primary screen, counter-screen for MBD2 inhibitor project, biochemical, TR-FRET, human UHRF1, single concentration. E3 ubiquitin-protein ligase UHRF1 (Homo sapiens), Q96T88. UHRF1 binding to methylated oligo. inhibition, % at 4.4 µM. hit rate 0.75% among 370,000; in the data active = inhibition above about 21%;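 note: UHRF1 SRA domain binding a hemimethylated CpG hairpin DNA probe; 0% = median of test compound wells and 100% = reference inhibitor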
PLC-gamma1 inh: PLC-gamma1 enzyme inhibitors, primary screen, biochemical, fluorescence, purified enzyme | inhibition, % at 12.2 µM | hit rate 0.84% among 370,000 | fluorogenic substrate; in the data active = inhibition above about 9.5%
proKLK7 act: proKLK7 zymogen activators, primary screen, biochemical, fluorescence intensity; Kallikrein-7 (Homo sapiens), P49862; purified proKLK7, EDANS-DABCYL substrate fluorescence; 100% is mature enzyme control, 0% vehicle; activation, % at 7 µM; hit rate 0.9% among 370,000;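 active = activation above the mean of all tested compounds plus 3 SD, computed per campaign excluding outliers beyond control limits, cut at about 13% in these data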
Target sequence (P49862 whole entry, looked up): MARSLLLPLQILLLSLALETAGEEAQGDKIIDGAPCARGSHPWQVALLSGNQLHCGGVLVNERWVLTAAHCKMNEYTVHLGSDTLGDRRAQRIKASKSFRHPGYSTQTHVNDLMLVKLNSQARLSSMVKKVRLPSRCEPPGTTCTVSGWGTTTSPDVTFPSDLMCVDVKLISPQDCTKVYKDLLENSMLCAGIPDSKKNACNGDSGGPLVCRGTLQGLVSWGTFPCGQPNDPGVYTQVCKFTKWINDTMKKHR
sPLA2-III inh: human group III sPLA2 inhibitors, primary screen, biochemical, QFRET, BODIPY PC-A2 liposome substrate | Group 3 secretory phospholipase A2 (Homo sapiens), Q9NZ20 | QFRET BODIPY PC-A2 liposome hydrolysis, fluorescence | inhibition, % at 12.2 µM | hit rate 0.56% among 370,000 | AID 743126, 2013;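 active = inhibition above mean plus 3 SD of compounds lying within the high and low control bounds, cut at about 19% in these data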;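 note: 0% = median of test compound wells and 100% = no enzyme DMSO wells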
Tn6 DDE FP: inhibitors of Tn6 peptide binding to fibrin DD(E), primary screen, biochemical, fluorescence polarization, human fibrin, Tn6 probe | Fibrinogen beta chain (Homo sapiens), P02675 | Fibrin DD(E) TRITC-Tn6 fluorescence polarization displacement | inhibition, % at 8.3 µM | hit rate 0.21% among 370,000;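 active = inhibition above a per-campaign cutoff: mean of compounds within control limits plus 3 SD, cut at about 15% in these data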;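 note: 0% = median of all compound wells on the plate and 100% = blocking peptide control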
Tn7 DDE FP: inhibitors of Tn7 peptide binding to fibrin DD(E), primary screen, biochemical, fluorescence polarization, human fibrin, Tn7 probe | FP displacement of FITC-Tn7 peptide from fibrin DD(E); 0% = median of compound wells per plate | inhibition, % at 8.3 µM | hit rate 0.13% among 370,000 | AID 720508, 2013;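 active = inhibition above the mean of compounds falling within the control limits plus 3 SD of them, cut at about 14% in these data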;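 note: 0% = plate median of compound wells and 100% = 10 µM Aha-Tn7 peptide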
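system = human fibrin DD(E) protein | quantity = DD(E) 2 µM final | medium = Tris/NaCl/CaCl2 buffer, pH 7.8 | also added = labelled Tn7 tracer, 0.1 µM | compound dosing = single point at 8.3 µM | timing = compound with protein 10 min, then 3 h after probe, room temperature | signal = FP measurement | benchmarks = Aha-Tn7 high control | repeats = one replicate per compound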
Rev-erbA mod: modulators of Rev-erb alpha DNA binding, primary screen, biochemical, FITC-DNA, fluorescence polarization, uHTS | Nuclear receptor subfamily 1 group D member 1 (Homo sapiens), P20393 | Rev-erbα–FITC-DNA binding, 90 min | activity, % at 10 µM | hit rate 0.79% among 370,000;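 active = activity above about 14%, limit read from the data; passing the limit was not always enough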;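 note: 0% = DMSO wells with 35 nM protein and 100% = DMSO wells with 750 nM protein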
ASAP1 inh: inhibitors of human ASAP1 ArfGAP activity, primary screen, biochemical, fluorescence polarization; inhibition, % at 16.5 µM; hit rate 0.19% among 360,000; ASAP1-stimulated ARF1 GTP hydrolysis, GDP FP detection; in the data active = inhibition above about 25%;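 note: 0% = vehicle with enzyme and substrate and 100% = no enzyme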
Target sequence (Q9ULH1 325-724 limits assumed): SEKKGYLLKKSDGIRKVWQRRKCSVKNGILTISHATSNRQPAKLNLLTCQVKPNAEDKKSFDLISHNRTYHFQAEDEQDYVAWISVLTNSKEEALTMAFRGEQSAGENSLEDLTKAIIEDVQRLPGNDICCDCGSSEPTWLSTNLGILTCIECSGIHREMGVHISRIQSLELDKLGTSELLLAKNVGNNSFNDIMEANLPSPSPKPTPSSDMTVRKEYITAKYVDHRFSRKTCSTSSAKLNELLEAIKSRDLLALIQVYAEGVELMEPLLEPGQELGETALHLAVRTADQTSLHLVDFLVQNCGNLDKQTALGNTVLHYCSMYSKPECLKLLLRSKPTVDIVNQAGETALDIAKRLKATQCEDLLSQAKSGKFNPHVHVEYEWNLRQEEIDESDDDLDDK
ARFGAP1 inh: inhibitors of rat ARFGAP1 GAP activity, primary screen, biochemical, fluorescence polarization, GDP tracer. ADP-ribosylation factor GTPase-activating protein 1 (Rattus norvegicus), Q62848. Arfgap1-stimulated ARF1 GTP hydrolysis, GDP FP detection. inhibition, % at 16.5 µM. hit rate 0.26% among 360,000;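 active = inhibition above a per-plate limit, mean inhibition of low control wells plus 3 SD, cut at about 25% in these data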;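 note: 0% = DMSO wells with enzyme and 100% = wells lacking Arfgap1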
Target sequence (Q62848 1-136 limits assumed): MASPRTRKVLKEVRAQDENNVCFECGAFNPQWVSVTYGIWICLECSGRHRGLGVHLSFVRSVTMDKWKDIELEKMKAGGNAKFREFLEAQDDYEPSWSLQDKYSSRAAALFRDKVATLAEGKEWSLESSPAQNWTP
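Assay system: Rat Arfgap1 GAP domain (His6, aa 1-136), purified enzyme | Buffer or medium: HEPES 25 mM pH 7.5, NaCl 150 mM, MgCl2, DTT | Schedule: GTP hydrolysis reaction 2 h at 25 °C | Signal: FP of antibody-bound GDP Alexa 633 tracer, ex 620/em 688 nm | Measure: Percent inhibition of Arfgap1-stimulated GTP hydrolysis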
PLC-beta3 inh: human PLC-beta3 inhibitors, primary screen, biochemical, fluorescence; 1-phosphatidylinositol 4,5-bisphosphate phosphodiesterase beta-3 (Homo sapiens), Q01970; Purified PLC-beta3, fluorogenic substrate; inhibition, % at 12.2 µM; hit rate 0.18% among 370,000; in the data active = inhibition above about 11%;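 note: 0% = median of compound wells on plate and 100% = full blocker control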
The depositor's hits bear a star; nt = no result given.

SMILES	UHRF1 binding	PLC-gamma1 inh	proKLK7 act	sPLA2-III inh	Tn6 DDE FP	Tn7 DDE FP	Rev-erbA mod	ASAP1 inh	ARFGAP1 inh	PLC-beta3 inh
O=C(N/N=C\c1ccc(COc2ccc([N+](=O)[O-])cc2)o1)c1cccc(Cl)c1	-2	1	0.1	-7	2	-3	3	19	-4	3
CC(=O)Nc1ccc(N/C(N)=N/c2nc(C)cc(C)n2)cc1	7	0	-0.2	1	7	4	2	3	-5	3
CCCCNC(=O)COC(=O)c1ccc(N(C)C)cc1	0	8	0.3	-1	1	2	1	-3	0	1
Cc1ccc(/C=C(\C#N)c2nc3ccccc3[nH]2)s1	-4	-92	-6.7	-4	-2	-5	-3	-2	15	-94
Cc1c(NC(=O)C(C)OC(=O)c2ccc([N+](=O)[O-])s2)c(=O)n(-c2ccccc2)n1C (centres undefined)	-2	1	-0.2	1	5	5	-1	8	9	1
Cc1cccc(OCCNC(=O)c2ccc(Oc3ccc(C(F)(F)F)cc3[N+](=O)[O-])cc2)c1	1	0	0.5	-4	-2	4	nt	-2	15	1
Cc1ccc(C2=NNC(=Nc3ccc(F)cc3)SC2)cc1	-4	-4	0.2	-9	-2	-1	2	-7	-12	-11
COc1ccc(CNC(=O)COC(=O)[C@H](Cc2ccccc2)NC(=O)c2cccs2)cc1	1	5	0.0	-3	4	-4	2	-5	4	-2
CC(=O)Nc1cc(-c2ccccc2N(C)C)cn2c(-c3ccc(S(C)(=O)=O)cc3)cnc12	-7	-322	13*	-74	4	26*	12	15	-4	-461
N#CC1(NC(=O)COC(=O)C2CCN(S(=O)(=O)c3ccc4c(c3)OCCO4)CC2)CCCCC1	-1	-2	0.5	-11	-1	1	3	-5	-2	-57
O=C(Nc1ccc2oc(-c3ccncc3)nc2c1)c1ccc2c(c1)OCO2	1	-11	-0.1	2	7	-1	12	2	8	-27
CSc1cccc(NC(=O)CCNC(=O)c2ccco2)c1	0	-2	0.0	2	-2	-3	1	1	8	1
Cc1ccc(C)c(S(=O)(=O)N2CCCC2CNC(=O)C(=O)NCC2CCCO2)c1 (centres undefined)	1	3	-0.3	2	7	0	-3	-8	-9	-7
CCc1nc2c(OCc3cc(Cl)cc(Cl)c3)cccn2c1N(C)C(=O)c1ccccc1F	-6	-1	0.8	-13	3	-6	5	-20	5	-4
CCOC(=O)C1CCN(c2cc(C)nc3ccc(OC)cc23)CC1	-2	2	-0.1	0	-5	4	6	-3	-2	-3
COc1ccc(NC(=O)CN(C)C(=O)Cn2c(=O)oc3ccccc32)cc1	-3	-1	-1.0	-6	-4	2	-1	11	-6	-6
COc1ccc(OC(C)C(=O)N(C)Cc2nc(-c3ccc(OC)cc3)no2)cc1 (centres undefined)	-1	0	0.1	1	9	8	6	7	2	-11
CC(=O)Nc1ccc(C(=O)OCc2ccc(Br)cc2)cc1	-1	-1	-0.5	-11	3	-7	5	1	1	0
CCCCCc1ccc(CC(=O)O)cc1	-4	-1	-0.3	1	-8	2	1	11	-14	-3
COc1cccc(NC(=O)CN2CCN(S(=O)(=O)c3ccc(C(C)C)cc3)CC2)c1	3	6	1.0	-24	-1	1	-1	5	9	-2
COc1ccc(-c2[nH]nc3c2C(c2ccncc2)C(C#N)=C(N)O3)cc1 (centres undefined)	-7	-5	-1.0	-6	-5	-3	8	8	-7	-5
CCc1cccc(OC2OC(CO)C(O)C(O)C2NC(C)=O)c1 (centres undefined)	2	-1	-0.6	4	-1	3	1	-2	-10	-5
COc1ccc(/C=N/n2cnnc2)cc1Oc1nc(Cl)ncc1F	-1	0	0.4	2	-3	4	-2	4	-3	-2
CCC(C)C(NC(=O)OC(C)(C)C)C(=O)NC(C)C(N)=O (centres undefined)	0	0	0.1	5	4	-6	-8	4	0	0
COc1ccc2cc(C(=O)COC(=O)COc3ccc4c(C)cc(=O)oc4c3)ccc2c1	0	-28	3.0	3	-4	-2	85*	-11	0	-37
CC1(C)CC(=O)c2cc(NC(=O)c3ccccc3)c(=O)oc2C1	-4	3	0.5	0	-1	6	3	-14	-7	4
Cc1ccc(C)c(NC(=S)NCc2ccc3c(c2)OCO3)c1	-1	-1	0.5	7	2	-1	0	1	9	-2
CC(=O)Nc1ccc(C(=O)CCl)cc1	0	0	0.5	-7	2	-5	3	0	-11	-2
CCOC(=O)N/N=C/c1cn(Cc2ccc(F)cc2)c2ccccc12	1	0	1.0	-15	-6	-4	0	-1	18	-7
CCN1CCN(S(=O)(=O)Cc2ccccc2Cl)CC1	0	-1	0.3	1	-9	-2	1	8	-8	-12
O=C(Nc1ccc(C2CCCCC2)cc1)C1CCN(c2ncccn2)CC1	-2	0	0.0	0	-3	4	3	0	-2	4
CC1(c2nnnn2C2CCCCC2)CSCC(=O)N1CCc1ccc(O)cc1 (centres undefined)	0	1	-0.3	-8	-6	-3	-3	nt	nt	-1
COC(=O)Cc1nnn2c1[C@H](C)[C@H](C(C)(C)C)OCC2	-2	3	0.7	-1	-3	-5	1	-4	-3	2
Cc1[nH]c(=O)c(S(=O)(=O)c2ccccc2)c(C)c1Cl	0	-7	-0.4	2	-13	-3	-1	7	3	-13
Cc1ccccc1C(=O)N[C@@H](CC(C)C)C(=O)N1CCC[C@H]1C(=O)NCc1ccccc1	-1	1	0.3	6	-1	13	-2	-1	8	3
CC(C)(C)OC(=O)C(C)(C)Sc1nnc(N)s1	-1	0	-0.1	-5	-1	4	3	-3	6	-6
CC1C(C(=O)Nc2ccccc2)CCCC1(C)C(=O)O (centres undefined)	0	5	-0.1	5	4	5	3	9	-4	6
COC(=O)c1ccc(CSc2nc3c(cnn3-c3ccc(Cl)cc3)c(=O)[nH]2)o1	-1	-2	-0.7	-7	7	8	-2	0	-13	-5
CCOC(=O)C(C)Sc1nnc2n1C(C)(C)Cc1ccccc1-2 (centres undefined)	4	-3	-0.4	3	-1	4	-1	4	-1	0
Cc1cccc(-c2cc(NCCc3cccnc3)n3nccc3n2)c1	0	-377	0.5	1	-4	-1	0	10	3	-483
CSc1nnc(-c2cnccn2)n1Cc1ccccc1	0	-3	-0.4	0	2	4	6	4	-3	-5
Cn1ccc(C(=O)OCC(=O)c2ccccc2)n1	3	1	-0.5	-4	1	5	9	-16	9	-2
O=C(/C=C/c1ccc2ccccc2n1)c1cc(Br)ccc1O	-1	-8	-0.3	-4	-3	-10	3	14	-3	-20
COc1ccccc1CCNC(=O)CSc1ccc(-c2ccco2)nn1	-5	-5	0.3	-2	6	1	-5	15	11	-1
CC1(C)CC(=O)c2sc(NS(=O)(=O)c3ccccc3)nc2C1	-2	0	1.0	-1	4	0	-1	-10	3	5
COc1ccc(C(=O)/C=C/c2ccc3c(c2)OCCO3)cc1	5	-58	-2.6	5	-3	8	4	-2	-13	-82
COC(=O)n1c(=O)oc2cc(S(=O)(=O)N3CCCCC3)ccc21	4	-2	-0.1	-2	10	3	-1	-2	3	2
CCCCNC(=S)Nc1ccc2cn[nH]c2c1	15	-1	-0.7	21*	-2	4	-3	-5	2	1

Individual results from the results shown:
`CSc1nnc(-c2cnccn2)n1Cc1ccccc1` in Tn7 DDE FP reads 4
`CC1(C)CC(=O)c2sc(NS(=O)(=O)c3ccccc3)nc2C1` in ARFGAP1 inh reads 3

Continued.
SMILES	UHRF1 binding	PLC-gamma1 inh	proKLK7 act	sPLA2-III inh	Tn6 DDE FP	Tn7 DDE FP	Rev-erbA mod	ASAP1 inh	ARFGAP1 inh	PLC-beta3 inh
CCOC(=O)c1sc(NC(=O)Nc2cccc(Cl)c2)cc1C	1	-6	-4.6	-9	-17	-1	3	2	13	-10
CCN(C(=O)CSc1ncn[nH]1)c1cccc2ccccc12	0	-1	0.9	-12	7	3	3	-14	-3	2
O=C(Nc1ccccn1)c1ccc(S(=O)(=O)N2CCCCCC2)cc1	1	-1	-0.3	-1	-2	2	2	-5	-1	-5
COc1ccc(/C=C/C(=O)NC(=S)N2CCN(c3ccccn3)CC2)cc1	-3	1	0.2	12	4	4	2	3	4	-4
CC(=O)N1c2ccc(F)c(F)c2C[C@H]1C	-6	0	0.2	5	4	-1	-4	-8	-1	5
Cc1ccc2oc(=O)c3cnn(CC(=O)N4CCCc5ccccc54)c3c2c1	1	0	0.5	3	-4	2	51*	-3	-9	-1
Cc1ccn2c(NC(=O)c3ccccc3)c(-c3cccs3)nc2c1	2	2	0.3	4	-7	0	-4	-7	-1	0
Cc1cc(C)c[n+](CC(=O)c2c(C)cc(C)c([N+](=O)[O-])c2C)c1	1	0	0.5	-3	-1	-6	4	-14	18	-4
CCCN1CCN(CC(=O)Nc2nc3ccccc3s2)CC1	-2	1	0.1	-6	1	-3	-1	7	9	-9
CCCC(=O)N1CCCC1(C)C(=O)N(C)Cc1cccc2ccccc12 (centres undefined)	3	3	0.1	11	-1	-2	-1	-6	3	-2
Cc1cccc(C)c1OCC(=O)N/N=C/C=C/c1ccco1	-3	-9	0.3	-11	3	6	3	-6	-1	-7
CCc1ccccc1NC(=S)N1CCCCCC1	3	-4	0.3	7	6	0	3	5	6	-6
CCCCN(C(=O)c1ccccc1Cl)C(CC(C)C)c1nc2ccccc2[nH]1 (centres undefined)	-1	3	-0.8	3	-3	2	3	-6	-8	4
CCOc1ccc(NC(=O)Cn2nnc(C(=O)NCCc3ccc(OC)c(OC)c3)c2N)cc1	-2	2	0.4	-13	1	-3	-9	-12	-2	0
Fc1ccc2c(c1)C(c1ccncc1)=NNC(c1ccc(Br)cc1)=N2	-2	-4	0.5	5	7	-1	5	-6	-2	-1
Cc1nnsc1SCCNC(=O)Nc1ccc(Cl)cc1	3	0	-0.3	-2	-10	5	1	11	8	1
CC(Sc1nnc(C2CC2)n1C1CC1)C(=O)Nc1ccc(C(N)=O)cc1 (centres undefined)	1	-1	-0.3	-2	0	0	0	0	-3	-1
